Pf Dd2 growth: blocks growth of Plasmodium falciparum Dd2 parasites. 2.3% of 94,000 active. activity change, % at 10 µM. P. falciparum Dd2 growth, SYBR Green, 72 h; active compounds read low; in the data active = activity change below about -80%; inconclusive = no clear call, values can overlap the other calls
C diff growth: inhibitors of Clostridium difficile growth. Clostridium difficile clinical isolate growth, OD600, 24 h; active compounds read low. growth activity, negative = inhibition, % at 16 µg/mL (by protocol). 0.25% of 86,000 active. AID 1259249;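 active = mean growth activity at or below -80% and every replicate also at or below -80%; inconclusive = mean at or below -80% but some replicate above -80%; inactive = mean growth activity above -80%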;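 note: 0% = DMSO wells and -100% = levofloxacin 16 µg/mL wells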
KDM4C inh: inhibitors of human demethylase GASC-1 KDM4C. AID 720574. GST-KDM4C 2-372, H3K9me3 peptide, LANCE TR-FRET. inhibition, % at 12.5 µM. 0.15% of 96,000 active;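 active = mean replicate inhibition above about 25%, with at least 55% of replicates also reaching it, limit read from the data, passing the limit was not always enough; inconclusive = only one of those two conditions met; inactive = neither condition met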
Target sequence (Q9H3R0 2-372 limits assumed): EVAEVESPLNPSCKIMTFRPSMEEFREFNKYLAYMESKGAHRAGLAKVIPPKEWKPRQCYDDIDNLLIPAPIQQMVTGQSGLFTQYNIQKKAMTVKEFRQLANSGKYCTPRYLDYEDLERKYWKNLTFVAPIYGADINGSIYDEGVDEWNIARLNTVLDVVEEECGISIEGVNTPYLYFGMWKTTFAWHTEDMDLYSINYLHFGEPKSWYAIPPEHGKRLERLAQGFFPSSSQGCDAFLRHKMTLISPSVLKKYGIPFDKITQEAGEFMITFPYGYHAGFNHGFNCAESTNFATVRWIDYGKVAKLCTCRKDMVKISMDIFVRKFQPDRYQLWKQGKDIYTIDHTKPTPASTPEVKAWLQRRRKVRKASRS
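System – N-terminal GST-fused human GASC-1 (KDM4C) fragment, residues 2-372 · Input – enzyme final amount 10 nM · Technique – LANCE TR-FRET, Eu antibody, ULight-streptavidin, EDTA, ex 340 nm, em 618/671 nm · Medium – HEPES buffer, pH 7.5, plus ascorbate · Incubation – enzyme reaction 30 min, then detection 60 min, both room temperature · Reagent – H3K9me3 peptide with Fe(II)/2OG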
Tcruzi prolif: blocks T. cruzi growth in NIH3T3 culture | T. cruzi beta-gal in NIH3T3, GalScreen luminescence, 90 h | inhibition, % at 8.34 µM | 5.9% of 77,000 active;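 active = mean inhibition above about 93%, with at least 55% of replicates each passing it, limit read from the data, passing the limit was not always enough; inconclusive = only one of those two conditions holds; inactive = neither condition holds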
Numbers without * were called inactive; ? = inconclusive; . = not tested or not shown; & = joins results of further samples.

SMILES	Pf Dd2 growth	C diff growth	KDM4C inh	Tcruzi prolif
CCC(=O)N(C)C[C@H]1Oc2ncc(-c3ccccc3OC)cc2C(=O)N([C@@H](C)CO)C[C@@H]1C	7.4	1.1	0.5	19.2
COCc1cn(CC[C@H]2CC[C@@H](NC(=O)Nc3c(C)noc3C)[C@@H](CO)O2)nn1	6.9	.	1.0	-18.1
CNC(=O)C[C@H]1CC[C@@H]2[C@@H](COc3ccc(NC(=O)Nc4ccc(C)cc4)cc3C(=O)N2C)O1	-5.3	24.4	-0.9	17.3
C[C@@H]1CN([C@@H](C)CO)C(=O)c2cc(/C=C/c3ccccc3)cnc2O[C@@H]1CN(C)C(=O)C1CCCCC1	-54.3	-5.5	-1.3	52.7
C[C@@H]1CN([C@H](C)CO)C(=O)Cc2cc(NC(=O)Nc3ccc(F)cc3)ccc2O[C@@H]1CN(C)S(=O)(=O)c1ccc(Cl)cc1	0.5	24.3	0.1	-15.7
C[C@@H]1CCCCO[C@@H](CN(C)S(=O)(=O)c2cn(C)cn2)[C@H](C)CN([C@H](C)CO)C(=O)c2cc(NC(=O)c3ccccc3)ccc2O1	-7.5	1.0	-1.3	17.2
COc1cccc(CNC(=O)C[C@H]2CC[C@H](NC(=O)C3CCC3)[C@H](CO)O2)c1	5.8	-2.6	0.6	4.3
COc1ccc2c3c(n(C)c2c1)[C@H](CO)N(C(=O)C1CC1)CC31CN(C(=O)C2CCOCC2)C1	-87.2*	-0.6	0.7	.
CCC(=O)Nc1ccc2c(c1)C(=O)N(C)[C@H]1CC[C@@H](CC(=O)NCC3CC3)O[C@@H]1CO2	-3.5	-2.9	-1.0	18.2
CO[C@H]1CN(C)C(=O)c2ccc(NS(C)(=O)=O)cc2OC[C@H](C)N(CC2CCOCC2)C[C@@H]1C	-4.5	-4.6	0.3	.
CO[C@@H]1CN(C)C(=O)c2cc(NS(=O)(=O)c3ccc(Cl)cc3)ccc2OC[C@H](C)N(C(=O)NC(C)C)C[C@H]1C	.	.	-0.4	14.3
O=C(C1CCCC1)N1CCCCN2[C@H](C1)[C@@H](c1ccc(C#CC3(O)CCCC3)cc1)[C@@H]2CO	-40.6	-16.6	.	70.1
CN1C(=O)c2cc(NS(=O)(=O)c3ccc(F)cc3)ccc2OC[C@H]2O[C@@H](CC(=O)NCC(F)(F)F)CC[C@H]21	-5.0	-6.2	2.1	14.4
C[C@H](CO)N1C[C@H](C)[C@H](CN(C)S(=O)(=O)c2cn(C)cn2)Oc2ccc(NC(=O)Cc3ccccc3)cc2CC1=O	-1.7	-8.9	0.8	16.5
C[C@@H]1CN([C@H](C)CO)C(=O)c2ccccc2-c2ccccc2CO[C@H]1CN(C)C(=O)Oc1ccccc1	-26.2	.	-0.5	3.1
C[C@H]1CN([C@@H](C)CO)C(=O)CCCn2cc(nn2)CO[C@@H]1CN(C)C(=O)Nc1cccc(F)c1	11.3&-14.3	-3.3&-5.2	0.3	1.7&52.4
CO[C@H]1CN(C)C(=O)c2cc(NS(=O)(=O)CC(F)(F)F)ccc2OC[C@@H](C)NC[C@@H]1C	12.1	.	0.4	-4.4
CCC(=O)NC[C@H]1[C@@H](c2ccc(-c3cccc(F)c3)cc2)[C@H](CO)N1C(=O)CC	19.2	-9.8	-3.2	29.8
CCN1[C@@H]2Cn3c(ccc(-c4ccccc4)c3=O)[C@H]1[C@@H](C(=O)NCCCN1CCOCC1)[C@@H]2CO	.	-8.7	-0.3	17.5
C[C@@H]1CN([C@H](C)CO)C(=O)c2cc(C#Cc3ccccn3)cnc2O[C@H]1CN(C)C(=O)CCN1CCCCC1	23.5	1.7	0.6	28.2
CO[C@H]1CC[C@@H]2CCOc3ccc(C#N)cc3C(=O)N(C)C[C@@H](C)C(=O)N(C)C[C@@H]1O2	.	-1.6	-0.7	6.6
C[C@H]1CN([C@@H](C)CO)C(=O)c2cccc(NC(=O)Nc3ccc4c(c3)OCO4)c2O[C@@H]1CN(C)S(=O)(=O)c1cccs1	-8.7	.	1.4	53.5
COc1ccc(NC(=O)N(C)C[C@H]2Oc3ccc(NC(=O)Nc4ccc(C(F)(F)F)cc4)cc3CC(=O)N([C@@H](C)CO)C[C@H]2C)cc1	-26.0	-5.1	0.6	-0.1
CCN(C[C@@H]1N[C@@H](CO)[C@H]1c1ccc(-c2cccc(F)c2)cc1)C(=O)COC	1.1	2.5	0.8	38.8
COc1cccc(-c2ccc3c(c2)[C@@H]2[C@@H](CCN2S(=O)(=O)c2ccccc2C)[C@@H](CO)N3)c1	-49.4	7.5	0.6	62.3

By substructure: those above containing a Cl atom (2)
SMILES	Pf Dd2 growth	C diff growth	KDM4C inh	Tcruzi prolif
C[C@@H]1CN([C@H](C)CO)C(=O)Cc2cc(NC(=O)Nc3ccc(F)cc3)ccc2O[C@@H]1CN(C)S(=O)(=O)c1ccc(Cl)cc1	0.5	24.3	0.1	-15.7
CO[C@@H]1CN(C)C(=O)c2cc(NS(=O)(=O)c3ccc(Cl)cc3)ccc2OC[C@H](C)N(C(=O)NC(C)C)C[C@H]1C	.	.	-0.4	14.3

Continued:
SMILES	Pf Dd2 growth	C diff growth	KDM4C inh	Tcruzi prolif
COc1ccc(S(=O)(=O)N[C@@H]2C=C[C@H](CC(=O)NCCc3ccccc3)O[C@@H]2CO)cc1	-46.7	1.6	-0.9	-82.5
Cc1ccccc1-c1cnc2c(c1)C(=O)N([C@@H](C)CO)C[C@H](C)[C@@H](CN(C)CC1CCCCC1)O2	-45.2	.	1.5	59.5
Cc1ccc(S(=O)(=O)Nc2ccc3c(c2)C(=O)N([C@@H](C)CO)C[C@@H](C)[C@@H](CN(C)S(=O)(=O)c2ccc(C)cc2)O3)cc1	-8.0	-6.7	-1.1	64.3
O=S(=O)(NC[C@H]1CC[C@@H]2NC[C@@H]2O1)c1ccccc1F	33.0	1.4	.	.
C[C@@H]1CN([C@H](C)CO)C(=O)c2cc(NC(=O)C3CC3)ccc2O[C@H]1CN(C)Cc1ccncc1	-16.9	1.9	1.4	26.2
C[C@@H]1CCCCO[C@@H](CN(C)C)[C@H](C)CN([C@H](C)CO)C(=O)c2cc(NC(=O)c3ccncc3)ccc2O1	.	-2.1	1.4	1.7
C[C@@H]1CN([C@H](C)CO)C(=O)c2cc(C3=CCCC3)cnc2O[C@H]1CN(C)C(=O)C1CC1	11.3	.	0.1	-27.4
C[C@@H]1CN([C@H](C)CO)C(=O)Cc2cc(NC(=O)NC3CCCCC3)ccc2O[C@@H]1CN(C)Cc1ccccc1	-9.7	-0.7	-2.5	24.7
COc1ccc(NC(=O)N2CCCCN3[C@@H](CO)[C@@H](c4ccc(-c5ccccc5C)cc4)[C@@H]3C2)cc1	-18.5	45.4	-1.7	107.9*
C[C@H]1CN([C@@H](C)CO)C(=O)c2cccc(NC(=O)c3nc4ccccc4s3)c2O[C@H]1CN(C)Cc1ccc(Cl)c(Cl)c1	-56.7	1.2	-4.1	97.4*
C[C@@H]1CN([C@@H](C)CO)C(=O)c2cccc(NS(=O)(=O)c3ccc(F)cc3)c2O[C@H]1CN(C)Cc1ccc(-c2ccccc2)cc1	-54.7	7.8	2.1	64.5
CS(=O)(=O)Nc1ccc2c(c1)[C@@H]1C[C@H](CC(=O)NCc3ccncc3)O[C@H](CO)[C@@H]1O2	11.5	-0.1	0.1	78.9
COc1ccc(S(=O)(=O)N(C)C[C@@H]2Oc3ccc(NS(=O)(=O)c4ccccc4)cc3CC(=O)N([C@H](C)CO)C[C@H]2C)cc1	-9.4	0.6	5.5	19.7
COc1ccc(S(=O)(=O)N2CC[C@H]3[C@@H](CO)N(C)c4ccc(C5=CCCCC5)cc4[C@H]32)cc1	-15.5	4.3	4.1	?
C[C@H]1CCCCO[C@H](CN(C)CC2CCCCC2)[C@@H](C)CN([C@@H](C)CO)C(=O)c2cc(NC(=O)Nc3cccc4ccccc34)ccc2O1	-85.4*	-3.2	-4.5	120.8
C[C@H]1CN([C@@H](C)CO)C(=O)c2cccc(NS(=O)(=O)c3ccc(F)cc3)c2O[C@H]1CN(C)Cc1ccc2c(c1)OCO2	-8.5	11.1	2.3	55.4
Cc1ccc(-c2cnc3c(c2)C(=O)N([C@H](C)CO)C[C@@H](C)[C@@H](CN(C)C(=O)c2ccc(F)cc2)O3)cc1	-54.4	.	3.4	40.8
CCS(=O)(=O)N[C@H]1CC[C@H](CC(=O)Nc2ccc(-c3ccccc3)cc2)O[C@H]1CO	-71.4	.	-0.3	-6.0
COc1ccc(NC(=O)N(C)C[C@@H]2Oc3ccc(NS(=O)(=O)c4ccc(OC)cc4)cc3CC(=O)N([C@H](C)CO)C[C@@H]2C)cc1	29.8	0.7	-0.2	4.8
C[C@H](CO)N1C[C@H](C)[C@@H](CN(C)C(=O)NC2CCCCC2)Oc2c(NC(=O)Nc3ccc(C(F)(F)F)cc3)cccc2C1=O	-16.3	2.9	.	26.2
C[C@H](CO)N1C[C@H](C)[C@@H](CN(C)CC2CC2)Oc2c(NC(=O)C3CC3)cccc2C1=O	-36.9	2.4	-0.4	5.1
C[C@H](NC(=O)C[C@H]1C[C@H]2c3cc(NS(C)(=O)=O)ccc3O[C@H]2[C@H](CO)O1)c1ccccc1	5.7	-4.5	-1.7	.
COc1cccc(CN2CC3(CCN(C)CC3)c3c([nH]c4cc(OC)ccc34)[C@H]2CO)c1	-72.8	13.4	0.9	.
CC(=O)NC[C@H]1[C@@H](c2ccc(C3=CCCC3)cc2)[C@@H](CO)N1C(=O)CN(C)C	0.7	3.0	0.5	.
C[C@@H]1CN([C@H](C)CO)C(=O)c2cc(NC(=O)Nc3cccc4ccccc34)ccc2O[C@H]1CN(C)S(=O)(=O)c1ccc(F)cc1	4.5	-16.9	0.7	13.1

For convenience, part of the list above.
SMILES	Pf Dd2 growth	C diff growth	KDM4C inh	Tcruzi prolif
CCC(=O)N(C)C[C@H]1Oc2ncc(-c3ccccc3OC)cc2C(=O)N([C@@H](C)CO)C[C@@H]1C	7.4	1.1	0.5	19.2
COCc1cn(CC[C@H]2CC[C@@H](NC(=O)Nc3c(C)noc3C)[C@@H](CO)O2)nn1	6.9	.	1.0	-18.1
CNC(=O)C[C@H]1CC[C@@H]2[C@@H](COc3ccc(NC(=O)Nc4ccc(C)cc4)cc3C(=O)N2C)O1	-5.3	24.4	-0.9	17.3
C[C@@H]1CN([C@@H](C)CO)C(=O)c2cc(/C=C/c3ccccc3)cnc2O[C@@H]1CN(C)C(=O)C1CCCCC1	-54.3	-5.5	-1.3	52.7

(list continues)
SMILES	Pf Dd2 growth	C diff growth	KDM4C inh	Tcruzi prolif
COCC(=O)N1C[C@@H](C)[C@@H](OC)CN(C)C(=O)c2ccc(NC(=O)Nc3ccccc3)cc2OC[C@@H]1C	4.9	-4.1	1.3	-25.0
N#C[C@H]1[C@@H](c2ccccc2-c2ccccc2)[C@@H](CO)N1C(=O)NC1CCCC1	12.6	-12.6	2.9	.
C[C@@H]1CN([C@@H](C)CO)C(=O)c2cc(NC(=O)Cc3ccccc3)ccc2O[C@@H](C)CCCCO[C@H]1CN(C)C(=O)Nc1ccccc1	-18.3	7.8	-0.5	.
CCCC#Cc1cnc2c(c1)C(=O)N([C@@H](C)CO)C[C@@H](C)[C@@H](CN(C)C(=O)Cc1ccccc1)O2	-7.3	5.5	0.7	32.0
COc1ccc2c3c(n(C)c2c1)[C@H](CO)N(C(=O)Nc1ccc(F)cc1)CC31CCN(C(=O)NC2CCCC2)CC1	?	-8.5	0.6	.
CCCC(=O)Nc1ccc2c(c1)C(=O)N(C)C[C@H](OC)[C@H](C)CN(C(=O)c1ccncc1)[C@@H](C)CO2	-12.7	0.6	3.4	-17.4
CN1C(=O)c2cc(NC(=O)Cc3ccccc3)ccc2OC[C@H]2O[C@H](CC(=O)NC3CCC3)CC[C@H]21	9.0	-5.9	0.0	10.0
CO[C@H]1CN(C)C(=O)c2ccc(NC(=O)Nc3ccccc3)cc2OC[C@H](C)NC[C@H]1C	3.4	-9.9	3.1	-18.8
CNC[C@H]1Oc2ccc(NS(=O)(=O)c3cccs3)cc2CC(=O)N([C@H](C)CO)C[C@H]1C	24.2	0.8	1.1	32.2
Cn1cnc(S(=O)(=O)N2CCCCN3[C@@H](CO)[C@H](c4ccc(-c5cccc(F)c5)cc4)[C@@H]3C2)c1	25.1	-1.2	0.8	69.6
Cc1cccc(S(=O)(=O)N(C)C[C@@H]2OCc3ccccc3-c3c(n(C)c4ccccc34)C(=O)N([C@@H](C)CO)C[C@H]2C)c1	-81.5*	.	-0.9	65.2
C[C@@H]1CN([C@@H](C)CO)C(=O)c2cccc(NS(C)(=O)=O)c2O[C@@H]1CN(C)S(C)(=O)=O	-20.0	-0.4	0.4	71.0
C[C@@H]1CCCCO[C@@H](CN(C)CC2CC2)[C@@H](C)CN([C@H](C)CO)C(=O)c2cc(NC(=O)Nc3ccccc3)ccc2O1	-83.9*	10.4	-1.3	96.7*
C[C@@H]1CN([C@@H](C)CO)S(=O)(=O)c2ccc(C#Cc3ccncc3)cc2O[C@@H]1CN(C)C(=O)C1CCCCC1	-8.9	-4.7	4.9	-41.7
O=C(C1CCCC1)N1CC(=O)N2[C@@H](CO)[C@H](c3ccc(Br)cc3)[C@@H]2C1	-23.6	-15.0	-0.4	.
